# High-throughput results: PubChem BioAssay, several laboratories
# Rab2A wt mod: changes GTP binding to wildtype dog Rab2A, up or down | AID 760 | P61105 | hit rate 0.19% among 190,000 | GST-Rab2 wt beads, Bodipy-GTP binding, flow cytometry | GTP binding activity, % at 10 µM;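 active means GTP binding activity at least 20 points away from 100%, either lowered or raised; inconclusive means signal likely due to the compound's own green fluorescence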;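 further: 0% = beads with excess unlabeled GTP and 100% = no-compound control corrected for plate trend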
# Cdc42 wt GTP: changes GTP binding to wildtype human Cdc42; P60953; GST-Cdc42 beads, Bodipy-GTP binding, flow cytometry; actives lie on both sides; percent activity (GTP binding), % at 10 µM; hit rate 0.2% among 190,000;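 active means percent activity GTP binding at least 20 points away from the 100% baseline, either down as inhibitor or up as activator; inconclusive means compound flagged as likely green fluorescent from well-wide comparison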;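 further: median bead fluorescence of bound Bodipy-FL-GTP at 100 nM; 0% = excess unlabeled GTP control and 100% = no compound control; below 100% means less GTP binding so inhibitor and above means activator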
# Target sequence (P60953 whole entry, looked up): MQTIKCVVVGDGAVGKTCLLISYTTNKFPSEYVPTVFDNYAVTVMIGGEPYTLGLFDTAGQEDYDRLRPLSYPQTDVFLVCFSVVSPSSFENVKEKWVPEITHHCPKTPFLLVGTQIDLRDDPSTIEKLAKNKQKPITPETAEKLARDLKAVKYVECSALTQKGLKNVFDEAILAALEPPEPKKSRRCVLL
# Pf gametocyte: inhibitors of late stage P. falciparum gametocyte viability; inhibition, % at 10.9 µM; P. falciparum stage V gametocytes, ATP luminescence, 24 h; AID 743093; hit rate 0.065% among 150,000;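 active means inhibition above the mean plus 3 SD of compounds within the control limits, set per campaign, cut at about 38% in these data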;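 further: 0% = DMSO wells and 100% = medium only without gametocytes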
# Mcl1 Noxa PPI: disrupts binding of human Mcl-1 to Noxa peptide | TR-FRET Mcl-1/Noxa peptide binding, 2 h | inhibition, % at 21.7 µM | hit rate 1.5% among 220,000 | AID 1022;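 active means compounds that cut the protein-peptide binding signal by more than 50% relative to plate controls in a single-dose test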;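 further: His-tagged Mcl-1 with rhodamine Noxa BH3 peptide and terbium anti-His antibody; 0% = Mcl-1 plus Noxa peptide wells and 100% = peptide-only wells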
# Target sequence (Q07820 whole entry, looked up): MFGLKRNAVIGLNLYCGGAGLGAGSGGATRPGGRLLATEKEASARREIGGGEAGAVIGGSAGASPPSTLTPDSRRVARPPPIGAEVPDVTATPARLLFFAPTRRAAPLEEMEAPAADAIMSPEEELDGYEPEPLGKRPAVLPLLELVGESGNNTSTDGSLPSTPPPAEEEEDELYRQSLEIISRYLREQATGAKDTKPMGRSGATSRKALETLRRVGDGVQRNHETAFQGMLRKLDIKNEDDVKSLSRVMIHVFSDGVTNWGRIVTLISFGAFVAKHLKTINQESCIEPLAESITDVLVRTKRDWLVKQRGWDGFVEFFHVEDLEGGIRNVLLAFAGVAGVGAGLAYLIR
# Rab7 wt modul: alters GTP binding to wildtype dog Rab7; GST-Rab7 beads, fluorescent GTP binding, flow cytometry; actives lie on both sides; untreated = 100%, excess cold GTP = 0%; GTP binding activity (percent of control), % at 10 µM; hit rate 0.055% among 190,000;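 active means fluorescent GTP binding to Rab7 beads changed by at least 20 points from the 100% baseline, either direction, mostly lower; inconclusive means compound itself probably fluorescent, or too few beads counted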;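 further: median green fluorescence of bound Bodipy-FL-GTP per Rab7 bead population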
# Avidin bead fluor: compound fluoresces at 488/530 nm on avidin beads | fluorescence (KMESF) at 10 µM | hit rate 0.38% among 220,000 | AID 1775 | compound fluorescence 488/530 nm, flow cytometry; stronger effect = higher value; in the data active means fluorescence above about 47; further: inactives centre near 10
# ABCG2 block: human ABCG2 inhibition, ABCB1 as counter-screen; Q9UNQ0; IgMXP3 cells, JC-1 efflux, flow cytometry; inhibition, % at 6.6 µM; hit rate 0.1% among 190,000;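 active means inhibition above 80%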;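 further: 0% = DMSO and 100% = nicardipine control wells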
#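 Measure – % inhibition of efflux relative to nicardipine and DMSO · Test system – ABCG2 IgMXP3 and barcoded ABCB1 CCRF-Adr cell mix · Control set – nicardipine as high control, DMSO as low control · Compound – one concentration, 6.6 µM final · Signal – flow cytometry of retained JC-1 fluorescence · Timing – 10 min exposure at 25 °C with rotation, no wash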
# Rac1 mut GTP: human Rac1 activated mutant GTP binding change; GST-Rac1 activated beads, fluorescent GTP binding, flow cytometry; actives lie on both sides; 100% means binding = to untreated wells; P63000; percent activity (GTP binding), % at 10 µM; hit rate 0.11% among 190,000;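 active means GTP binding at least 20 percentage points away from the 100% baseline, in either direction, so actives lie on both sides; inconclusive means Compound likely fluorescent itself, or too few beads counted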
# Rac1 wt modul: modulators of human Rac1 wildtype GTP binding; P63000; GST-Rac1 beads, fluorescent GTP binding, flow cytometry; actives lie on both sides; 0 = cold GTP competed, 100 = untreated; GTP binding activity (% of control), % at 10 µM; hit rate 0.27% among 190,000; AID 757;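 active means GTP binding activity at least 20 points away from the 100% control level, either lower or higher; inconclusive means compound flagged as likely green fluorescent, judged across all proteins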
# HRas wt GTP: changes GTP binding to wildtype human HRas. P01112. GST-Ras wt beads, Bodipy-FL-GTP binding, flow cytometry; actives lie on both sides. GTP binding activity, % at 10 µM. hit rate 0.14% among 190,000. AID 759;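 active means GTP binding activity at least 20% away from the 100% baseline, either lowered as inhibitor or raised as activator; inconclusive means flagged as likely green fluorescent, judged across all proteins in the well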;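 further: 0% = unlabeled GTP competition control and 100% = no-compound control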
# Target sequence (P01112 whole entry, looked up): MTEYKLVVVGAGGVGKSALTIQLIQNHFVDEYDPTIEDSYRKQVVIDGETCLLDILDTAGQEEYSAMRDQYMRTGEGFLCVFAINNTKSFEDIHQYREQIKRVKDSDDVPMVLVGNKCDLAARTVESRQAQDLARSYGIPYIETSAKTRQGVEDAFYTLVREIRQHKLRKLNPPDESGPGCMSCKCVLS
# ABCB1 inh: human ABCB1 inhibition, ABCG2 as counter-screen | inhibition, % at 6.6 µM | hit rate 0.067% among 190,000 | P08183 | CCRF-Adr cells, JC-1 efflux, flow cytometry | AID 1326; in the data active means inhibition above about 40%;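 further: 0% = vehicle and 100% = reference inhibitor; higher value means more JC-1 retained so stronger ABCB1 efflux block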
# Starred values were filed as active, the others as inactive; ? = inconclusive; · = not tested or not shown.
SMILES,Rab2A wt mod,Cdc42 wt GTP,Pf gametocyte,Mcl1 Noxa PPI,Rab7 wt modul,Avidin bead fluor,ABCG2 block,Rac1 mut GTP,Rac1 wt modul,HRas wt GTP,ABCB1 inh
Cc1ccc(C2CC(=O)C=C(O)C2)cc1 (centres undefined),96,98,·,-20,93,20,-1,94,97,98,-0.2
O=C(NCCCN1CCOCC1)C(=O)NCc1ccc(Cl)cc1,94,99,-6,11,98,10,16,94,101,98,0.8
O=Cc1c(Cl)[nH]c(=O)n1-c1ccccc1,96,99,-9,8,97,13,104*,97,102,97,3.6
CCOc1ccc(-c2cc(C(=O)NCCCn3ccnc3)c3ccccc3n2)cc1,95,95,5,18,96,29,3,95,96,94,-0.2
CCc1cccc(C)c1NC(=S)N(Cc1cccnc1)Cc1ccco1,103,102,12,4,98,5,7,104,102,101,1.0
N/C(=N\OC(=O)COc1ccc(Cl)cc1Cl)c1cccnc1,102,106,-13,-11,100,10,7,102,103,104,·
O=C(c1ccc(Cl)cc1)c1ccc(OCC(O)CN2CCCCC2)cc1 (centres undefined),101,101,·,3,104,7,0,97,106,102,0.2
CCOc1ccc(OCCSc2nc3ccccc3o2)cc1,101,103,·,2,105,8,2,97,105,104,0.0
O=C(Nc1ccccc1C(=O)O)c1ncn[nH]1,98,100,·,12,100,40,0,97,100,100,0.0
CN(c1ccccc1)S(=O)(=O)c1ccc(NC(=O)c2ccco2)cc1,95,95,12,6,95,9,6,94,99,94,0.4
COc1ccc(-c2noc(-c3ccccc3-c3ccccc3)n2)cc1,93,95,14,-31,94,39,2,94,93,95,0.2
CCOc1ccc(/C=N/OCC(=O)Nc2ccc3c(c2)OCO3)cc1,97,95,-2,27,92,10,8,89,90,92,1.4

# Complete entries, quoted from the list. Screens in order: Rab2A wt mod | Cdc42 wt GTP | Pf gametocyte | Mcl1 Noxa PPI | Rab7 wt modul | Avidin bead fluor | ABCG2 block | Rac1 mut GTP | Rac1 wt modul | HRas wt GTP | ABCB1 inh
# Cc1ccc(C2CC(=O)C=C(O)C2)cc1 (centres undefined) in the list: 96 | 98 | · | -20 | 93 | 20 | -1 | 94 | 97 | 98 | -0.2
# N/C(=N\OC(=O)COc1ccc(Cl)cc1Cl)c1cccnc1 in the list: 102 | 106 | -13 | -11 | 100 | 10 | 7 | 102 | 103 | 104 | ·
# CCOc1ccc(OCCSc2nc3ccccc3o2)cc1 in the list: 101 | 103 | · | 2 | 105 | 8 | 2 | 97 | 105 | 104 | 0.0
# O=Cc1c(Cl)[nH]c(=O)n1-c1ccccc1 in the list: 96 | 99 | -9 | 8 | 97 | 13 | 104* | 97 | 102 | 97 | 3.6
# O=C(NCCCN1CCOCC1)C(=O)NCc1ccc(Cl)cc1 in the list: 94 | 99 | -6 | 11 | 98 | 10 | 16 | 94 | 101 | 98 | 0.8

# The results go on:
SMILES,Rab2A wt mod,Cdc42 wt GTP,Pf gametocyte,Mcl1 Noxa PPI,Rab7 wt modul,Avidin bead fluor,ABCG2 block,Rac1 mut GTP,Rac1 wt modul,HRas wt GTP,ABCB1 inh
COc1ccc(Oc2cc(C(F)(F)F)cnc2C(N)=O)cc1,105,102,12,-1,101,4,1,101,102,104,0.0
CC1(O)C(=O)c2ccccc2N(c2ccccc2)C1=O (centres undefined),97,97,5,13,96,14,2,97,98,97,3.0
COC(=O)C1=C(O)CSC1=Nc1cccc(C(F)(F)F)c1,?,?,·,31,?,6,3,?,?,?,0.3
Cc1ccc(C)c2[nH]c(=O)c(CN(CCCN(C)C)C(=O)NCc3ccccc3)cc12,98,100,·,-2,100,39,-1,100,100,98,-0.2
CCOC(=O)/C(=N\Nc1cccc(C(F)(F)F)c1)N(CCOC)CCOC,98,104,5,6,96,6,9,102,106,101,0.8
COc1ccc(C(=O)CCC(=O)O)c(C)c1,99,103,·,17,99,7,0,100,107,100,-0.1
CCc1ccc(C2=NNC(=Nc3cccc(S(=O)(=O)N(C)C)c3)SC2)cc1,100,103,·,23,99,10,-3,98,103,99,-0.5
Cc1[nH]c2ccc3c(ncn3CCC#N)c2c1C,102,108,0,-5,102,7,0,104,108,104,0.0
O=S(=O)(Nc1ccc2c(c1)nc1n2CCN(Cc2ccccc2)C1)c1ccc(Cl)cc1,98,97,5,6,95,11,34,99,98,97,-0.4
OCCNC(=S)Nc1ccc2nsnc2c1,99,98,1,5,104,12,-1,96,99,99,-0.4
Cc1ccccc1NC(=O)CSc1ccc(-c2ccco2)nn1,98,103,16,13,100,12,3,99,104,103,0.2
CCOc1ccc(C(=O)NN2C(=O)C3C4C=CC(O4)C3C2=O)cc1 (centres undefined),100,101,·,6,100,15,3,98,100,101,1.0
CCOc1c(Br)cc(C(N)=O)cc1OC,100,103,·,-16,101,4,1,100,106,101,-0.1
CCOc1ccc(C(=O)NC(=S)Nc2cccnc2)cc1,101,95,3,3,101,12,1,97,102,101,-0.4
CCCNC(=O)CSc1nc2ccc(OCC)cc2s1,94,101,7,11,96,24,1,96,100,97,0.2
CCCCCn1c(C(C)NC(=O)CCC)nc2ccccc21 (centres undefined),95,92,·,4,94,8,0,94,94,95,0.9
CN1/C(=C/C(=S)NC(=O)C2CCC2)C(C)(C)c2ccccc21,97,100,0,21,106,13,0,95,98,99,0.4
COc1cc2nc(CN3C(=O)c4ccccc4C3=O)oc(=O)c2cc1OC,97,98,·,3,99,9,0,95,99,98,0.0
COc1ccc(NS(=O)(=O)c2ccc(NC(C)=O)cc2)cc1OC,103,107,9,-8,101,8,2,103,111,105,0.5
O=C(Nc1ccccc1)c1nccn1Cc1ccc(F)cc1,95,93,-43,-6,104,14,7,95,101,97,-0.1
Cc1ccccc1OCC(=O)OCC(=O)NCc1cccs1,101,100,·,15,101,2,1,97,105,102,0.1
Cc1c(C(=O)NCCC2=CCCCC2)oc2ccc(S(=O)(=O)N3CCC4(CC3)OCCO4)cc12,99,100,·,5,97,13,6,99,102,98,1.3
CC1CCCCN1CCn1cnc2c([nH]c3ccccc32)c1=O (centres undefined),100,102,·,7,98,6,2,101,104,100,0.9
O=C(OCc1cccc([N+](=O)[O-])c1)c1cc(=O)[nH]c2ccccc12,99,97,·,11,102,13,1,95,99,99,0.3
CCc1ccc(C2C(C#N)=C(N)N(N(C)C)C3=C2C(=O)CCC3)s1 (centres undefined),99,96,·,-2,97,13,3,97,102,98,0.6
CC(C)CCN1CCN(Cc2cccc3cccnc23)CC1CCO (centres undefined),97,96,-15,15,102,14,5,98,101,98,2.2
CCNC(=O)CP(=O)(c1ccccc1)c1ccccc1,100,100,9,6,97,14,2,100,100,101,0.7
NS(=O)(=O)c1cccc(NC(=O)COC(=O)/C=C/c2ccco2)c1,93,94,·,-4,94,9,-1,90,93,91,0.5
O=C(CSc1ccc(-c2ccc(F)cc2)nn1)NCC1CCCO1 (centres undefined),98,95,·,-17,103,6,1,99,97,96,-0.6
CCc1ccccc1NC(=O)c1ccc([N+](=O)[O-])s1,98,99,3,7,100,16,7,95,102,99,1.0
Cc1cccc(-c2noc(Cc3ccccc3)n2)c1,102,101,·,5,103,27,18,97,99,101,3.6
Cc1ccc(Nc2c(-c3ccccn3)nc3cccc(C)n23)cc1,98,100,-17,-30,97,15,3,95,105,100,4.0
COc1cc(C(=O)NCC(=O)N/N=C(/C)c2cccs2)cc(OC)c1OC,100,100,-2,-7,98,9,5,102,102,101,·
O=C(Nc1cccc(Cl)c1)Nc1nnc(CC2=CCCCC2)s1,101,102,-13,13,102,15,2,103,106,104,1.2
COc1ccccc1-n1cnnc1SCC(=O)Nc1cccc(S(=O)(=O)N2CCCCC2)c1,96,100,24,5,99,12,1,97,104,97,0.6
O=C(CSc1ccc2nnc(-c3ccccn3)n2n1)Nc1ccc2c(c1)OCO2,?,?,·,25,?,13,1,?,?,?,0.1

# An excerpt from above in order of their number in Rab2A wt mod, highest first:
SMILES,Rab2A wt mod,Cdc42 wt GTP,Mcl1 Noxa PPI,Rab7 wt modul,Avidin bead fluor,Rac1 mut GTP,Rac1 wt modul,HRas wt GTP
O=C(OCc1cccc([N+](=O)[O-])c1)c1cc(=O)[nH]c2ccccc12,99,97,11,102,13,95,99,99
O=S(=O)(Nc1ccc2c(c1)nc1n2CCN(Cc2ccccc2)C1)c1ccc(Cl)cc1,98,97,6,95,11,99,98,97
CC1(O)C(=O)c2ccccc2N(c2ccccc2)C1=O (centres undefined),97,97,13,96,14,97,98,97

# Next section.
SMILES,Rab2A wt mod,Cdc42 wt GTP,Pf gametocyte,Mcl1 Noxa PPI,Rab7 wt modul,Avidin bead fluor,ABCG2 block,Rac1 mut GTP,Rac1 wt modul,HRas wt GTP,ABCB1 inh
C/C(=N\NC(=O)c1ccc([N+](=O)[O-])cc1Cl)c1ccccc1,98,97,11,-6,96,10,2,95,97,96,0.8
C[N+]1(CC(O)COc2ccccc2)CCN(C(=O)c2ccc([N+](=O)[O-])cc2)CC1 (centres undefined),100,99,-47,10,97,16,5,102,104,100,0.3
CCOC(=O)N1CCC(NC(=O)C2CCN(S(=O)(=O)c3cnc[nH]3)CC2)CC1,101,102,19,2,98,29,-10,100,103,100,-0.3
Cc1ccc(C(=O)Nc2cc3ccccc3oc2=O)cc1,97,98,13,-9,97,9,3,97,99,96,0.4
COc1ccc(C(=O)NCc2cccnc2)cc1OC,98,101,13,-9,97,10,4,98,102,100,0.6
Cc1cc(SCC(=O)c2ccccc2)n2nc(C)nc2n1,101,102,·,18,107,24,4,99,106,103,0.2
